OXTR ag = activates the human oxytocin receptor; P30559; CHO-OTR cells, Fluo-8 calcium fluorescence; normalized: DMSO 0%, oxytocin 100%; activation, % at 3 µM; 320,000 tested, 0.32% active; AID 2435;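 active = activation above the mean of all tested compounds plus 3 SD, cutoff set per screening run, cut at about 20% in these data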;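 also: peak over basal fluorescence ratio from a 100 s FLIPR kinetic read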
Target sequence (P30559 whole entry, looked up): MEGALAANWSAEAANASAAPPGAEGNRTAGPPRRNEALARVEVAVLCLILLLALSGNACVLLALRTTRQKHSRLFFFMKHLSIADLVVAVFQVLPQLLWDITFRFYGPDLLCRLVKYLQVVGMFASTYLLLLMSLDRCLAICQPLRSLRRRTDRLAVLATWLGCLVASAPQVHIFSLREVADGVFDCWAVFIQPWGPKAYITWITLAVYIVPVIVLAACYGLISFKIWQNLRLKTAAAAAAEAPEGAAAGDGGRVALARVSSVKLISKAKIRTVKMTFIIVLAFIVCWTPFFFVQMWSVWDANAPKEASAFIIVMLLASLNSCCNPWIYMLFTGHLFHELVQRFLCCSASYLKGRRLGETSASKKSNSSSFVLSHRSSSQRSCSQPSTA
V1R ag counter = V1a receptor agonism, counter-screen for OXTR agonists. P37288. CHO-V1R cells, Fluo-8 calcium fluorescence, agonist mode; 0% DMSO, 100% 3 nM vasopressin. activation, % at 3 µM. 320,000 tested, 0.25% active;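 active = activation above the mean activation of all tested compounds plus 3 SD, per screening run, cut at about 20% in these data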;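 also: signal is peak over basal fluorescence ratio across a 100 second FLIPR read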
Target sequence (P37288 whole entry, looked up): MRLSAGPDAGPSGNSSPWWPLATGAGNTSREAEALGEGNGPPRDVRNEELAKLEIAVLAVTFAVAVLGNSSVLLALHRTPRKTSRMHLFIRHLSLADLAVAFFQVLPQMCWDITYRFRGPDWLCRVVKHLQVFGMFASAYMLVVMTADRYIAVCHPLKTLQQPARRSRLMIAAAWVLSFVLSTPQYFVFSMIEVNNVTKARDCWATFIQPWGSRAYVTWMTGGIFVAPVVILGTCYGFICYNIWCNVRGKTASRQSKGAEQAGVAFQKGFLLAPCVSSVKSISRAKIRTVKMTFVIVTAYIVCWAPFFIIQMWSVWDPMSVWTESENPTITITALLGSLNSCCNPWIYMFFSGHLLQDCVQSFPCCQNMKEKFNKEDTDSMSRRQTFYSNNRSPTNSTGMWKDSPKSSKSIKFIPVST
GalR3 antagonist = human GalR3 antagonism. O60755. HEK293 GalR3-CNG cAMP membrane potential fluorescence; galR3 body fused to GalR1 C-terminus. inhibition, % at 3 µM. 360,000 tested, 0.44% active;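 active = inhibition above the screen-wide average plus 3 SD, cut at about 13% in these data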;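 also: forskolin and galanin both at EC90 stimulate the cells; cAMP rise reported by CNG channel membrane potential dye signal; 0% = forskolin plus galanin with DMSO and 100% = forskolin alone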
Target sequence (O60755 1-299 limits assumed): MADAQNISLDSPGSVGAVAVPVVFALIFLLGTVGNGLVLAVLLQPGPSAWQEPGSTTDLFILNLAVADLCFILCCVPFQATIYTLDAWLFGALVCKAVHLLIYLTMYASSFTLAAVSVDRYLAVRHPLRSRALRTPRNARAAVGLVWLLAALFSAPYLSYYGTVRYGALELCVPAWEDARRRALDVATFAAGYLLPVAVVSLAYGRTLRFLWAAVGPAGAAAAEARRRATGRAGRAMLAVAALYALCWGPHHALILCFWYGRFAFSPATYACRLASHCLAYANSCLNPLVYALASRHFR
* marks the source's active call; other numbers are inactive results; & = joins results of further samples.

SMILES | OXTR ag | V1R ag counter | GalR3 antagonist
Cc1ccc(N2CC(C(=O)Nc3ccccc3OC(F)F)CC2=O)cc1 (stereo not drawn) | -0.2 | 0.0 | 3.2
CC(=O)Nc1ccc(S(=O)(=O)N(C)CC(=O)OCC(=O)NNC(=O)c2ccccc2F)cc1 | 0.0 | 0.1 | -2.4
CC(C)c1ccc(NC(=O)COC(=O)c2cc(=O)[nH]c3ccccc23)cc1 | -1.1 | -0.4 | -5.1
O=C(Cn1nc(C(=O)O)c2ccccc2c1=O)Nc1ccc(Cl)c(S(=O)(=O)N2CCOCC2)c1 | 1.1 | 1.1 | -3.3
COc1ccc(CC(=O)N/N=C/c2ccc(C)s2)cc1 | -0.3 | 0.3 | -2.9
CCOc1ccccc1N | 0.3 | -0.3 | -3.3
Cc1ccc(S(=O)(=O)N2CCN(C(=O)COC(=O)CNC(=O)c3ccc(C(C)(C)C)cc3)CC2)c(C)c1 | 6.7 | 6.6 | -2.0
Cc1ccc(OCCC(=O)OC(C)C(=O)Nc2c(C)n(C)n(-c3ccccc3)c2=O)cc1 (stereo not drawn) | -1.1 | -1.5 | -2.5
O=C(NN=Cc1ccc(F)cc1)c1cccc(S(=O)(=O)N2CCCC2)c1 | 1.0 | 0.3 | -2.3
Cc1c(NC(=O)CSc2ncnc3c2cnn3-c2ccccc2)c(=O)n(-c2ccccc2)n1C | -1.2 | -0.4 | -5.0
COc1ccc(CC(=O)OCC(=O)NC2CCCCC2)cc1 | 0.9 | 0.6 | -6.0
CC(C)(C)OC(=O)NCCCCCNC(=O)c1nc[nH]c1C(=O)N1CCc2ccccc2C1 | 0.0 | 1.1 | -2.2
Cc1ccc(NC(=S)NC(=O)c2cncc(Br)c2)c(C)c1 | -1.4 | -1.4 | -4.7
COc1ccc(CCNC(=O)c2cc(C3CC3)nc3c2cnn3C(C)C)cc1 | -1.6 | -0.6 | -2.7
O=C(NCCC1CCCCN1S(=O)(=O)c1ccc(F)cc1)C(=O)NC1CCCC1 (stereo not drawn) | -2.4 | -0.7 | -5.1
O=C1C=C(c2cc3ccccc3s2)C[C@@H](c2ccc(F)cc2)C1 | 0.5 | 1.7 | 3.7
O=C(C[C@@H]1C/C=C\C[C@@H](Cc2ccc(F)cc2)C(=O)OC[C@@H](Cc2c[nH]c3ccccc23)NC1=O)NCCO | 1.5 | -0.4 | -5.1
CC(C)(C)c1ccc(C(=O)NCC(=O)OCC(=O)N2CCN(S(=O)(=O)c3ccc(Cl)cc3)CC2)cc1 | -0.2 | 3.1 | -0.4
CC(C)Oc1ccc(/C=C(\C#N)C(=O)NC2CC2)cc1 | -0.1 | 7.9 | -3.7
CCN(C(=O)COC(=O)c1ccc2ccccc2c1)c1c(N)n(Cc2ccccc2)c(=O)[nH]c1=O | 0.8 | 0.7 | -5.4

Reformatted with two lines to a compound: two of the compounds above
Each structure is followed by: OXTR ag	V1R ag counter	GalR3 antagonist
> COc1ccc(CCNC(=O)c2cc(C3CC3)nc3c2cnn3C(C)C)cc1
→ -1.6	-0.6	-2.7
> O=C(NCCC1CCCCN1S(=O)(=O)c1ccc(F)cc1)C(=O)NC1CCCC1 (stereo not drawn)
→ -2.4	-0.7	-5.1

New compounds follow.
SMILES | OXTR ag | V1R ag counter | GalR3 antagonist
Cc1ccc(C(=O)COC(=O)CCNS(=O)(=O)c2ccccc2F)cc1 | 10.4 | 10.2 | -2.8
COc1cccc(NC(=O)CN(C)C(=O)c2ccccn2)c1 | 1.7 | 1.5 | -1.2
COCCN(C(=O)CSc1nnc(-c2ccco2)n1C)c1c(N)n(CC(C)C)c(=O)[nH]c1=O | -0.8 | 0.5 | -4.2
Cc1cc(Br)c(NC(=O)C(C)Sc2nnnn2C)c(Br)c1 (stereo not drawn) | -0.9 | 0.4 | -5.6
Cc1cccc(NS(=O)(=O)c2ccc(C)c(C(=O)N(C)C)c2)c1 | -0.3 | 0.0 | -4.5
Cc1ccc(CNC(=O)COC(=O)C2CC2)cc1 | 1.0 | 1.5 | -4.0
CC(=O)Nc1ccc(OCC(=O)Nc2ccc(Cl)c(S(=O)(=O)N3CCOCC3)c2)cc1 | 1.1 | 3.6 | 31.1*
O=Cc1cccnc1SCc1ccccc1 | -1.9 | -0.4 | -3.0
CCOc1ccc(S(=O)(=O)NCCC(=O)NCC(c2ccc(F)cc2)N2CCOCC2)cc1 (stereo not drawn) | -2.4 | -1.1 | -2.2
Cc1ccccc1NS(=O)(=O)c1ccc(C(=O)N2CCCCCCC2)cc1 | 4.8 | 5.7 | -3.8
Cc1ccccc1NS(=O)(=O)c1ccc(C(=O)NCCCN2CCOCC2)cc1 | 1.3 | 0.4 | -0.1
COc1ccc(C(=O)COC(=O)CN2C(=O)C3CC=CCC3C2=O)c(OC)c1 (stereo not drawn) | 0.5 | -0.3 | -3.2
CN(C)CCn1c2c(c(SCC(=O)N3CCc4ccccc43)nc1=O)CCCC2 | -1.3 | -0.7 | -5.7
CCN(CC)S(=O)(=O)c1cc(NC(=O)CSc2n[nH]c(N)n2)ccc1C | -0.7 | 1.1 | -7.0
COc1ccc(CC(=O)Nc2ccc(F)c(F)c2F)cc1S(=O)(=O)N1CCOCC1 | 1.5 | 0.1 | -2.8
COc1ccc(OC)c(S(=O)(=O)NCC(c2ccco2)N2CCc3ccccc3C2)c1 (stereo not drawn) | -2.2 | -1.5 | -1.4
CC(C)NC(=O)N(C)C[C@H]1Oc2c(NC(=O)Nc3ccc(C(F)(F)F)cc3)cccc2C(=O)N([C@H](C)CO)C[C@@H]1C | 2.8 | 3.2 | -5.3
Cc1ccc(C)c(S(=O)(=O)NCC(c2ccc3c(c2)OCO3)N2CCOCC2)c1 (stereo not drawn) | 0.1 | 1.0 | 0.8
O=C(Nc1cc(S(=O)(=O)N2CCOCC2)ccc1OCC(F)(F)F)C1=COCCO1 | -1.1 | -0.8 | -0.6
CC(C)(C)OC(=O)N1CCC(C(=O)Nc2ccc(C(=O)N3CCOCC3)cc2)CC1 | -0.8 | 0.8 | -1.7
CC(C)(C)OC(=O)C[C@@H]1C/C=C\C[C@@H](CC(=O)N(CCO)Cc2ccccc2)C(=O)NC[C@@H](c2ccccc2)OC1=O | -0.9 | -0.6 | -1.7
COc1ccc(OC)c(S(=O)(=O)N2CCC3(CC2)CC(=O)c2ccccc2O3)c1 | -0.6 | 0.9 | -1.5
CC(=O)c1sc(N)nc1C | 0.2 | -0.5 | -1.3&-3.9
O=C(NNC(=O)c1ccccc1O)c1ccc(-c2ccc([N+](=O)[O-])cc2)o1 | 6.2 | 10.4 | -2.9
CCOc1ccccc1NC(=O)COC(=O)/C=C/c1cccs1 | -0.9 | 0.4 | -3.2
COc1ccccc1C(CNC(=O)c1ccc(NS(=O)(=O)c2ccc(F)c(C)c2)cc1)N1CCCC1 (stereo not drawn) | -1.7 | -0.6 | 6.7
COc1ccc(/C=C/C(=O)OCC(=O)c2ccc(S(=O)(=O)N3CCCCC3)cc2)cc1OC | 0.4 | -0.5 | 6.4
O=C1c2cccc3cc([N+](=O)[O-])cc(c23)C(=O)N1c1nncs1 | -0.8 | 1.7 | -1.3
O=C(NNC(=O)c1ccc(Cl)c(Cl)c1)c1ccncc1 | 0.3 | -0.5 | -5.3
CCOc1ccc(CCNC(=O)COC(=O)C2=NNC(=O)CC2)cc1OCC | 0.6 | 0.4 | -3.4
CN(CC(=O)Nc1ccccc1Br)C(=O)CCSc1ccc(F)cc1 | 0.9 | 0.8 | -0.7
COc1ccc(N2CC(C(=O)N(CC(C)C)c3c(N)n(Cc4ccccc4)c(=O)[nH]c3=O)CC2=O)c(OC)c1 (stereo not drawn) | -0.6 | -0.6 | 4.6
O=C(CSc1nnc2ccccn12)NNC(=O)c1ccccc1F | 1.1 | 0.6 | -4.5
CC(C)CCN1C(=O)c2ccc(C(=O)N3CCCCC3)cc2C1=O | 1.6 | 2.9 | -6.3
O=S(=O)(CCN1CCOCC1)c1ccc(Cl)cc1 | -0.8 | 0.0 | -2.9
COc1ccc(C(=O)NCC(=O)Nc2cccc(S(=O)(=O)N3CCCC3)c2)cc1 | 3.8 | 1.5 | -0.2
CCC(=O)c1ccc(OCC(=O)OCC(=O)N(CCC#N)c2ccc3c(c2)OCCO3)cc1 | 15.8 | 13.2 | 0.2
CCCCn1c(N)c(N(CC(C)C)C(=O)C2CCN(S(=O)(=O)c3ccc(C)cc3C)CC2)c(=O)[nH]c1=O | 0.7 | 2.0 | -2.4
COc1ccccc1N1CCN(CC(=O)Nc2ccnn2C2CCCC2)CC1 | 1.9 | 2.0 | -3.8
CC(Sc1ccccn1)C(=O)NC1CCCC1 (stereo not drawn) | -0.1 | 0.2 | -5.9
C=CC[C@@H](CC(=O)N[C@H](CO)Cc1ccccc1)C(=O)N[C@H](C)COC(=O)[C@@H](CC=C)CC(=O)OC(C)(C)C | -0.6 | 0.1 | -4.4
CN(C1CCCCC1)S(=O)(=O)c1ccc(SCC(=O)NC(C)(C)C)nc1 | 3.2 | 5.5 | -2.5
O=C(NN1C(=O)NC2(CCCCC2)C1=O)c1ccc(-c2ccc(Cl)cc2)o1 | 1.2 | 4.5 | -1.9
COc1ccc(S(=O)(=O)N2CCN(C(=O)C3COc4ccccc4O3)CC2)cc1 (stereo not drawn) | 5.1 | 2.9 | -4.7
Cc1nnc(SCC(=O)c2c(N)n(C3CC3)c(=O)[nH]c2=O)n1C | 1.7 | 1.6 | -1.4
COC(=O)c1ccc(CSc2ccc(S(=O)(=O)N3CCCCC3)cn2)cc1 | -0.5 | 0.2 | -7.2
COC(=O)[C@]1(C)N[C@H](CN(C)C(=O)c2ccc(C(C)(C)C)cc2)[C@@H]2C(=O)N(Cc3ccccc3)C(=O)[C@@H]21 | -2.1 | -0.9 | -5.7
COc1ccc(C2(c3ccc(OC)cc3)NC(=O)N(CC(=O)Nc3ccc(N4CCOCC4)cc3)C2=O)cc1 | -0.6 | 1.0 | -0.9
Cc1ccc(OCCC(=O)Nc2ccc3c(c2)OCCCO3)cc1 | -0.7 | 1.2 | 0.0
CC1(C)C(=O)Nc2ccccc2N1C(=O)COC(=O)Cc1ccccc1F | -0.5 | -1.0 | -5.4

Arranged by heavy-atom count (rising): part of the list above.
SMILES | OXTR ag | V1R ag counter | GalR3 antagonist
CC(=O)c1sc(N)nc1C | 0.2 | -0.5 | -1.3&-3.9
Cc1ccc(NC(=S)NC(=O)c2cncc(Br)c2)c(C)c1 | -1.4 | -1.4 | -4.7
O=C(CSc1nnc2ccccn12)NNC(=O)c1ccccc1F | 1.1 | 0.6 | -4.5
O=C(NNC(=O)c1ccccc1O)c1ccc(-c2ccc([N+](=O)[O-])cc2)o1 | 6.2 | 10.4 | -2.9
Cc1ccc(C)c(S(=O)(=O)NCC(c2ccc3c(c2)OCO3)N2CCOCC2)c1 (stereo not drawn) | 0.1 | 1.0 | 0.8
COc1ccc(CC(=O)Nc2ccc(F)c(F)c2F)cc1S(=O)(=O)N1CCOCC1 | 1.5 | 0.1 | -2.8
Cc1ccc(OCCC(=O)OC(C)C(=O)Nc2c(C)n(C)n(-c3ccccc3)c2=O)cc1 (stereo not drawn) | -1.1 | -1.5 | -2.5
Cc1c(NC(=O)CSc2ncnc3c2cnn3-c2ccccc2)c(=O)n(-c2ccccc2)n1C | -1.2 | -0.4 | -5.0
Cc1ccc(S(=O)(=O)N2CCN(C(=O)COC(=O)CNC(=O)c3ccc(C(C)(C)C)cc3)CC2)c(C)c1 | 6.7 | 6.6 | -2.0
COc1ccc(N2CC(C(=O)N(CC(C)C)c3c(N)n(Cc4ccccc4)c(=O)[nH]c3=O)CC2=O)c(OC)c1 (stereo not drawn) | -0.6 | -0.6 | 4.6
CC(C)(C)OC(=O)C[C@@H]1C/C=C\C[C@@H](CC(=O)N(CCO)Cc2ccccc2)C(=O)NC[C@@H](c2ccccc2)OC1=O | -0.9 | -0.6 | -1.7

(cont.)
SMILES | OXTR ag | V1R ag counter | GalR3 antagonist
CNC(=O)c1ccsc1NC(=O)C1CCN(S(=O)(=O)c2ccc(Cl)s2)CC1 | 1.0 | 1.0 | -5.2
CS(=O)(=O)c1ccccc1-c1nnc(NC(=O)c2cccc(N3C(=O)CCC3=O)c2)o1 | 1.4 | 1.6 | 1.5
N#CC1(NC(=O)CN2C(=O)c3ccc([N+](=O)[O-])cc3C2=O)CCCCC1 | 0.5 | 0.3 | -3.3
CS(=O)(=O)c1ccc(C(=O)OCC(=O)NNC(=O)COc2ccc(Cl)cc2)cc1 | 0.0 | 0.5 | -3.8
CN(CC(=O)Nc1ccccc1Cl)C(=O)CSc1nnc(-c2ccco2)n1C | 0.0 | -0.3 | -1.2
Cc1ccc(CNC(=O)c2ccc(N3CCC4(CC3)CC(c3ccccc3)=NO4)c(NC(=O)c3c(Cl)cccc3Cl)c2)cc1 | 0.1 | 0.9 | -3.0
CC1C(=O)N2CCCc3cc(NC(=O)C4CCCCC4)cc1c32 (stereo not drawn) | -0.4 | -0.6 | -0.2
CSc1ccccc1NC(=O)CN(C)C(=O)c1ccc(-n2cccn2)cc1 | 0.4 | 0.8 | -6.3
O=C(COC(=O)C(Cc1ccccc1)NC(=O)c1cccs1)NCc1ccccc1 (stereo not drawn) | 1.3 | 2.3 | 0.7
O=C(CNC(=O)c1ccco1)OCc1ccccc1F | -0.1 | -0.4 | -3.4
O=C(Nc1cccc(S(=O)(=O)NC2=NCCC2)c1)c1cnc(Cl)c(Cl)c1 | -0.5 | 0.2 | -4.3
Cc1cc2nc(N3CCN(C(=O)c4ccco4)CC3)sc2cc1C | 1.3 | 4.5 | -3.4
CCCn1nc(C(=O)NNC(=O)CSCC(=O)Nc2cc(C)on2)c2ccccc2c1=O | -2.0 | -0.7 | 21.7*

Only part of the results is shown; count on the stated rates, not on these rows.
